KCNQ1 act: potentiators or activators of KCNQ1 channel, primary screen, cell-based, thallium flux, high-throughput | CHO-K1 KCNQ1, thallium flux FluxOR fluorescence; stronger effect = higher value | B-score at 10 µM | AID 2648, 2010 | 0.35% of 310,000 active | Potassium voltage-gated channel subfamily KQT member 1 (Homo sapiens), P51787;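 active = fluorescence ratio B-score, a plate-corrected score, at least three library SD, with initial intensity B-score within 5 SD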
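Material: CHO-K1 cells stably expressing KCNQ1. Medium: assay buffer for compound exposure, DMSO matched across wells. Reagent: K+/Tl+ depolarizing stimulus. Compound dosing: single-concentration screen. Times: 37 °C overnight plating, 90-min dark dye load, 20-min compound pretreatment. Technique: FluxOR Tl+ flux fluorescence.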
KCNK9 inh: KCNK9 potassium channel inhibitors, primary screen, HEK293 cells, thallium flux; FluxOR thallium flux fluorescence; stronger effect = lower value; B-score at 10 µM; 1.2% of 310,000 active;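 active = ratio B-score over 3 SD below the library mean, with starting fluorescence within 5 SD of its mean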;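 note: negative B-score means less thallium flux so channel inhibition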
RGS4 pot: RGS4 potentiators or activators, primary screen, cell-based, HEK293 M3R inducible RGS4, calcium flux. carbachol calcium flux Fluo4; stronger effect = lower value. B-score at 10 µM. 0.92% of 310,000 active;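 active = B-score of the integrated calcium signal more than 4 SD below the library mean, with starting fluorescence not abnormally high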;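 note: negative B-score means reduced calcium response which marks RGS4 activation or potentiation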
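Also added: carbachol at ECmax as muscarinic agonist stimulus; Assay system: HEK293 cells with stable M3R and inducible RGS4; Timing: overnight RGS4 induction, 30 min dye load 37 °C, 20 min compound RT; Measured by: Fluo4-AM (2 µM) calcium-flux fluorescence, kinetic read.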
RGS4 block: RGS4 inhibitors, primary screen, cell-based, HEK293 M3R inducible RGS4, calcium flux | Regulator of G-protein signaling 4 (Homo sapiens), P49798 | Fluo-4 calcium flux; stronger effect = higher value; triggered by carbachol at its EC20 | B-score at 10 µM | 0.45% of 310,000 active | AID 463165, 2010;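 active = B-score, a plate-corrected calcium signal, over three deviations above library mean, with baseline fluorescence within five deviations of library mean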;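 note: RGS4 expression induced by doxycycline in cells with stable M3 receptor; B-score is computed from the integrated fluorescence ratio over baseline after carbachol; higher B-score means a larger calcium signal and so more RGS4 inhibition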
KCNK3 block: human KCNK3 channel inhibitors, primary screen, CHO cells, FluxOR thallium flux, B-score; Potassium channel subfamily K member 3 (Homo sapiens), O14649; B-score at 10 µM; FluxOR fluorescence; stronger effect = lower value; 0.84% of 340,000 active;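 active = B-score under library mean minus 4 SD, starting fluorescence ratio at most library mean plus 5 SD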;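 note: more negative B-score means stronger inhibition of thallium flux through KCNK3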
Target sequence (O14649 whole entry, looked up): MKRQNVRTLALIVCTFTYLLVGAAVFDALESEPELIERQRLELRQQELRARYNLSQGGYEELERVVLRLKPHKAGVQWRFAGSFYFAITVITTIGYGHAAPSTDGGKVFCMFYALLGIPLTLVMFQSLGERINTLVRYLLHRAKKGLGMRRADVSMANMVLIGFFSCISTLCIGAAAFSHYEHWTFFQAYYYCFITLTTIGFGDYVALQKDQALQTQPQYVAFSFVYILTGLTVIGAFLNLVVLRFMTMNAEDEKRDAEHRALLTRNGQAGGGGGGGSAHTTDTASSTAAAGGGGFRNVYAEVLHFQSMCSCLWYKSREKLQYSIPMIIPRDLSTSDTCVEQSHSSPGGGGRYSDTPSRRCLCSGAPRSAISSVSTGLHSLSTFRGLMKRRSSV
PolyA inhibitor: polyadenylation inhibitors in yeast reporter cells, primary screen, luminescence, S. cerevisiae; 0.02% of 300,000 active; S. cerevisiae SKY197-pL101 polyadenylation reporter, beta-gal luminescence; efflux-impaired pdr1/pdr3 knockout yeast; score 100 = 6 SD above DMSO; calls only at 12 µM;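 active = lowest replicate activity score at least 50, where 100 means six control SD above control mean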;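 note: yeast exposed to compound for 9 h at 30 °C; higher score means more reporter readthrough which indicates perturbed polyadenylation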
GSK3A inh: blockers of GSK3A enzyme activity – biochemical, luminescence, cell-free homogeneous, HTS, primary screen. Glycogen synthase kinase-3 alpha (Homo sapiens), P49840. inhibition, % at 10 µM. 0.1% of 320,000 active. GSK-3 alpha kinase, ADP-Glo luminescence, 60 min;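 in the data active = inhibition above about 50%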;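 note: GST-tagged GSK-3 alpha with peptide substrate and 25 µM ATP; 0% = DMSO neutral wells and 100% = GW8510 positive control wells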
Target sequence (P49840 whole entry, looked up): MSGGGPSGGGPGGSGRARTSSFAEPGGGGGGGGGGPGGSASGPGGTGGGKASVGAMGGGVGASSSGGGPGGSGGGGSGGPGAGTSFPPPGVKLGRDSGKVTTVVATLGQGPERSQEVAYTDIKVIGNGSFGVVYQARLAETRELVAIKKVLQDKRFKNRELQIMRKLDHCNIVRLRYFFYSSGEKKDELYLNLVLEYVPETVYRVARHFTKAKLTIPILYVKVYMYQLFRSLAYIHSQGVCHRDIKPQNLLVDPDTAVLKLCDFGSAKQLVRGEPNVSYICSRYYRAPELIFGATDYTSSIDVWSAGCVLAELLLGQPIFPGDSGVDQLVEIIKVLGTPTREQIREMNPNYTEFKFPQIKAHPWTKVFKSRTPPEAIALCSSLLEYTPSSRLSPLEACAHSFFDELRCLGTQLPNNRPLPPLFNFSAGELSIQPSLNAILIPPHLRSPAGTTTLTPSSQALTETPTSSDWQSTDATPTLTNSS
KCNQ1 inh: inhibitors of human KCNQ1 channel, primary screen, cell-based, thallium flux, high-throughput; Potassium voltage-gated channel subfamily KQT member 1 (Homo sapiens), P51787; CHO-K1 KCNQ1, FluxOR thallium flux fluorescence; stronger effect = higher value; B-score at 10 µM; 1.3% of 310,000 active;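 active = compounds whose thallium flux B-score, printed positive for inhibition, exceeds three library SD while starting fluorescence stays within three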;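 note: channel opened by potassium depolarization with thallium stimulus after 20 min compound exposure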
GSK3beta inhib: human GSK3beta kinase inhibitors, primary screen, biochemical, cell-free homogeneous, HTS | activity score (negative = inhibition), % at 10 µM | AID 2097, 2009 | Glycogen synthase kinase-3 beta (Homo sapiens), P49841 | GST-GSK3beta kinase, ADP-Glo luminescence, 60 min; stronger effect = lower value | 0.038% of 300,000 active;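 active = more than half of replicate wells score below -50%, meaning over 50% inhibition versus plate controls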;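 note: 0% = median DMSO wells and -100% = median GW8510 positive control wells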
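Test system: GST-fused GSK3beta enzyme, cell-free | Quantity: 1.6 ng GST-GSK3beta enzyme per well | Reagent: 25 µM ATP with peptide substrate | Schedule: 60 min enzyme reaction, room temperature | Signal: Luminescent ADP-Glo measurement of ADP formed | Read-out basis: Score relative to plate controls | Control set: DMSO and 20 µM GW8510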
hERG protect: hERG rescue from dofetilide block, primary screen, cell-based, CHO-hERG, FluxOR thallium flux, dofetilide IC70 | dofetilide IC70 present | 0.51% of 310,000 active | Voltage-gated inwardly rectifying potassium channel KCNH2 (Homo sapiens), Q12809 | activation (rescue from dofetilide block), less the hit threshold, % at 10 µM | AID 1511, 2009;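 active = activation above the mean of controls blocked by dofetilide plus 5 SD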;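 note: thallium influx through hERG after potassium depolarization seen as dye fluorescence rise; in these data hits start at about 4.7%; inactives centre near -7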
Dyrk1A ADPGlo: rat Dyrk1A kinase inhibitors, primary screen, biochemical, single point, plate reader; inhibition, % at 12.5 µM; 0.43% of 310,000 active; ADP-Glo luminescence, NFATc1 peptide; Dual specificity tyrosine-phosphorylation-regulated kinase 1A (Rattus norvegicus), Q63470; AID 504441, 2011; in the data active = inhibition above about 50%;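 note: plate controls were vehicle with enzyme for no effect and no enzyme for full effect; many of its hits are not listed in these tables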
* = called active by the depositor; i = inactive; . = no result given.

SMILES	KCNQ1 act	KCNK9 inh	RGS4 pot	RGS4 block	KCNK3 block	PolyA inhibitor	GSK3A inh	KCNQ1 inh	GSK3beta inhib	hERG protect	Dyrk1A ADPGlo
CCN(CC)CCOC(=O)c1cc2cc(COC)ccc2o1	i	i	i	i	i	i	-4	i	1	-2	4
CCCCNC(=O)c1c(N)n(CCCOC)c2nc3ccccc3nc12	i	-8.7*	i	i	i	i	16	i	-4	-28	15
COc1ccc(NC(=O)N2CCC3(CC2)OCCO3)c(OC)c1	i	i	i	i	i	i	-1	i	1	-1	7
CCOP(=O)(OCC)/C(C#N)=C/c1ccoc1	i	i	i	i	i	i	-2	i	-2	-11	5
Cc1nn(Cc2ccccc2)c(C)c1C(=O)NCc1ccccc1F	i	i	i	i	i	i	0	i	0	-19	-5
O=C(O)c1ccc(N=Cc2c(O)[nH]c(=O)[nH]c2=O)cc1	i	i	i	i	i	i	4	i	1	-5	10
CSc1ncc(Cl)c(C(=O)O)n1	i	i	i	i	i	i	-2	i	-1	-3	2
CNC(=O)Oc1ccc(-c2cn3cc(Cl)ccc3n2)cc1	i	i	i	i	i	i	1	i	-3	-3	2
O=C1CN=C(c2cc([N+](=O)[O-])ccc2Cl)c2cc([N+](=O)[O-])ccc2N1	i	i	i	i	i	i	2	i	0	-3	-1
Nc1ccc(S(=O)(=O)N2CC3CC(C2)c2cccc(=O)n2C3)cc1 (stereo not given)	i	i	i	i	i	i	2	i	1	-2	10
CSc1ccc(C(=O)C2CCCN(C)C2)cc1 (stereo not given)	i	i	i	i	i	i	0	i	1	-6	-5
Cc1ccc(-c2nc(CS(=O)CC(=O)N3CCC4(CC3)OCCO4)c(C)o2)cc1 (stereo not given)	i	i	i	i	i	i	-2	i	0	-15	3
Cc1nn(Cc2ccccc2)c(C)c1C=C1C(=O)NC(=O)NC1=O	i	i	i	i	i	i	-4	i	3	-7	.
O=C1CCCN1CC#CCN1CCCC1	i	i	i	i	i	i	-2	i	1	-6	-3
C=CCN=C(SCC(=O)c1ccc(Cl)cc1)c1c(O)n(C)c(=O)n(C)c1=O	i	i	i	i	i	i	1	i	2	-8	0
O=C(CCN1CCOCC1)NCC(=O)Nc1ccc(Br)cc1C(=O)c1ccccc1	i	i	i	i	i	i	-2	i	2	-12	-4
COc1cc(/C=N/n2cnnc2)ccc1OC(=O)N(C)C	i	i	i	i	i	i	-5	i	1	3	0
Cc1ccc(Cl)cc1-n1c(O)c(C=NCCCN2CCOCC2)c(=O)[nH]c1=O	i	i	i	i	i	i	1	i	-2	-10	-6
O=C(CCNC(=O)N1C[C@H]2C[C@@H](C1)c1cccc(=O)n1C2)Nc1ccc(F)cc1	i	i	i	i	i	i	0	i	5	-5	5
CCOc1ccc(N=Cc2c(O)n(-c3ccc(C)c(C)c3)c(=O)[nH]c2=O)cc1	i	i	i	i	i	i	-3	i	0	-4	.
COCCNC(=O)Cn1cc(/C=C2\C(=O)NC(=O)N(c3ccccc3F)C2=O)c2ccccc21	i	i	i	i	i	i	-1	i	-1	-1	-1
CCCCCn1c(=O)c(C(=O)NCc2ccccn2)c(O)c2ccccc21	i	i	i	i	i	i	-2	i	2	-9	5
Cc1ccccc1-n1c(O)c(/C=N/N2CCOCC2)c(=O)[nH]c1=S	i	i	i	i	i	i	0	i	-8	-7	0
Cc1ccc(N2C(=O)NC(=O)/C(=C\c3ccsc3)C2=O)cc1C	i	i	i	i	.	i	0	i	3	-4	.
Cc1c(CCN)ccc2c1[nH]c1ccccc12	i	i	i	i	i	i	3	i	-3	-6	.
O=c1[nH]c2ccccc2c(=O)n1-c1cccc(Cl)c1	i	i	i	i	i	i	6	i	2	-8	-3
Nc1ccc2c(c1)Cc1ccccc1-2	i	i	i	i	i	i	-2	i	0	2	1
O=c1[nH]c(=O)n(Cc2ccc(F)cc2)c(O)c1C=NCC1CCCO1 (stereo not given)	i	i	i	i	i	i	0	i	2	-10	2
Cc1cc(C)n(CCOC(=O)C2C(C=C(Cl)Cl)C2(C)C)n1 (stereo not given)	i	i	i	i	i	i	1	i	5	-4	12
Cc1cccc(C)c1NC(=O)c1cccn(Cc2ccc3c(c2)OC(F)(F)O3)c1=O	i	i	i	i	i	i	0	i	-5	-4	0
CCC(=Nc1ccc(OC)cc1OC)c1c(O)[nH]c(=O)[nH]c1=O	i	i	i	i	i	i	2	i	2	-11	-1
Cc1nc2ccccc2c(=O)n1-c1cccc(C(F)(F)F)c1	i	i	i	i	i	i	-1	i	1	-5	.
COC(=O)C1=C(N)Oc2c(c(=O)oc3ccccc23)C1c1cccnc1 (stereo not given)	i	i	i	i	i	i	.	i	-2	-6	1
O=C(COc1ccccc1)N1CCN(C2CCCC2)CC1	i	i	i	i	i	i	-2	i	4	-9	-4
O=C(c1ccccc1)c1cn(CC(=O)N2CCCC2)c2ccccc12	i	i	i	i	i	i	0	i	-1	-9	2
CN1CCN(Cc2nc3ccccc3c(=O)[nH]2)CC1	i	i	i	i	i	i	-3	i	5	-11	2
CCC(=NCCCN(CC)CC)c1c(O)n(C2CCCCC2)c(=O)[nH]c1=O	i	i	i	i	i	i	28	i	-8	-9	6
CCCCCCN=C(C)c1c(O)n(CCCC)c(=O)[nH]c1=O	i	i	i	i	i	i	5	i	3	-3	4
Cc1ccc(N2C(=O)NC(=O)/C(=C/c3ccc(OC(=O)c4cccs4)cc3)C2=O)cc1	i	i	i	i	i	i	-3	i	2	-14	-2
O=C(Nc1cccc(Cl)c1)c1c(O)c2c(n(Cc3ccco3)c1=O)CCCC2	i	i	i	i	.	i	.	i	-1	-8	.
O=C1NC(=O)C(=Cc2ccc(-c3cc(Cl)ccc3[N+](=O)[O-])o2)C(=O)N1	i	i	i	i	i	i	.	i	1	24*	-4
CC12CC(c3ccccc3O1)C(C(=O)OCc1ccccc1)C(=O)N2 (stereo not given)	i	i	i	i	i	i	-1	i	-2	-8	5
CC(C)CCn1c(=O)c(C(=O)NCc2ccc3c(c2)OCO3)c(O)c2ccccc21	i	i	i	i	i	i	-1	i	1	-7	-1
CC1=Nc2ccccc2/C1=C/c1c(O)[nH]c(=O)[nH]c1=O	i	i	i	i	i	i	-4	i	-5	-2	-2
CCCCP(=O)(O)CCC(=O)O	i	i	i	i	i	i	0	i	2	1	18
Cc1ccc(S(=O)(=O)N(C)c2ccc(C(=O)NCC3(N(C)C)CCCCC3)cc2)cc1	i	i	i	i	i	i	-3	i	2	-10	4
CC(=O)Nc1ccc(C(c2c(O)c3ccccc3oc2=O)c2c(C)n(C)n(-c3ccccc3)c2=O)cc1 (stereo not given)	i	i	i	i	i	.	-1	i	-5	-9	2
O=c1cccc2n1CC1CC2CN(Cc2c(F)cccc2Cl)C1 (stereo not given)	i	i	i	i	i	i	-1	i	0	-6	-2
Cc1ccc(CN2CCN(CC(=O)N3CCC4(CC3)OCCO4)C2=O)cc1	i	i	i	i	i	i	1	i	2	-10	0
CCOC(=O)c1c(C)[nH]c(C(=O)C(C)N2CCCC2)c1C (stereo not given)	i	i	i	i	i	i	-3	i	-2	-5	-6
COc1ccc(CNCCc2ccc(Cl)cc2Cl)cc1	i	i	i	i	i	i	-1	i	-3	-12	11
O=C1NC(=O)N(c2ccccc2)C(=O)/C1=C\c1ccc([N+](=O)[O-])o1	i	i	i	i	.	i	17	i	-20	0	.

A draw from above in order of molecular weight, smallest number first.
SMILES	KCNQ1 act	KCNK9 inh	RGS4 pot	RGS4 block	KCNK3 block	PolyA inhibitor	GSK3A inh	KCNQ1 inh	GSK3beta inhib	hERG protect	Dyrk1A ADPGlo
CCCCP(=O)(O)CCC(=O)O	i	i	i	i	i	i	0	i	2	1	18
O=C1CCCN1CC#CCN1CCCC1	i	i	i	i	i	i	-2	i	1	-6	-3
Cc1c(CCN)ccc2c1[nH]c1ccccc12	i	i	i	i	i	i	3	i	-3	-6	.
CN1CCN(Cc2nc3ccccc3c(=O)[nH]2)CC1	i	i	i	i	i	i	-3	i	5	-11	2
O=c1[nH]c2ccccc2c(=O)n1-c1cccc(Cl)c1	i	i	i	i	i	i	6	i	2	-8	-3
CNC(=O)Oc1ccc(-c2cn3cc(Cl)ccc3n2)cc1	i	i	i	i	i	i	1	i	-3	-3	2
O=C1CN=C(c2cc([N+](=O)[O-])ccc2Cl)c2cc([N+](=O)[O-])ccc2N1	i	i	i	i	i	i	2	i	0	-3	-1
Cc1ccc(CN2CCN(CC(=O)N3CCC4(CC3)OCCO4)C2=O)cc1	i	i	i	i	i	i	1	i	2	-10	0
CCC(=NCCCN(CC)CC)c1c(O)n(C2CCCCC2)c(=O)[nH]c1=O	i	i	i	i	i	i	28	i	-8	-9	6
O=C(CCN1CCOCC1)NCC(=O)Nc1ccc(Br)cc1C(=O)c1ccccc1	i	i	i	i	i	i	-2	i	2	-12	-4

Source: PubChem BioAssay

Only part of the results is shown, so the mix of outcomes need not match the whole.
